Screening data: PubChem, National Center for Advancing Translational Sciences (NCATS)
p53 reactivation: restores transcriptional activity of mutant p53 | AID 504706 | Potency, µM (highest dose often 92.2 µM), for inactives: at the top dose activity change, positive = activation, hits mostly activators | 0.063% of 320,000 active | H1299 p53-A138V BP100-luciferase reporter, luminescence, 24 h; further: % of control where 0% means no effect; nearly all actives have a fitted effect of over 45% in size
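H1299 (p53-null), stable ts p53-A138V + BP100-Luc; 1000 cells/well, Opti-MEM/10% FBS; cpd 4 pt, 1:5; 24 h, 37 deg C, 5% CO2; detection reagent 10 min RT; luminescence.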
FLuc counter: firefly luciferase modulation, counter-screen for miR-21 project; purified FLuc, Km substrates, luminescence inhibition; Potency, µM (highest dose often 57.5 µM), without a hit: at the highest dose activity change, negative = inhibition, hits mostly inhibitors; 6.9% of 360,000 active;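 further: plate controls were vehicle for no effect and reference inhibitor for full effect; nearly all actives have a fitted effect of over 55% in size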
Target sequence (P08659 whole entry, looked up): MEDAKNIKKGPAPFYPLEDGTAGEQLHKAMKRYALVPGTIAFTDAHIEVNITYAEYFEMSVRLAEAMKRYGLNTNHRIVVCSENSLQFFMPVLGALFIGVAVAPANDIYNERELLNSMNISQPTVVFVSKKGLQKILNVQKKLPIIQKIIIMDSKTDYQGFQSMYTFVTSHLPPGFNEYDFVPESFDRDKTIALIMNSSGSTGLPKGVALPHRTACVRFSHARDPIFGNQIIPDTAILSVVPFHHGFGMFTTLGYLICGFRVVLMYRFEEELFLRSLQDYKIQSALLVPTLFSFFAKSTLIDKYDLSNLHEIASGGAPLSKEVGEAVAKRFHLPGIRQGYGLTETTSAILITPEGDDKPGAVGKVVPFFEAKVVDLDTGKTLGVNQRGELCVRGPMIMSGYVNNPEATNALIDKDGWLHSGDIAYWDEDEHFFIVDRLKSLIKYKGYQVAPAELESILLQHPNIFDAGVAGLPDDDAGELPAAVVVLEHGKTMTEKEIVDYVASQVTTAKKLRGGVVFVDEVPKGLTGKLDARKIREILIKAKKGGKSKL
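Biochemical qHTS of compounds, final roughly 60 µM downward over six points, against 10 nM purified firefly luciferase using Km concentrations of substrates (10 uM D-luciferin, 10 uM ATP) in Tris acetate pH 7.5 buffer; luminescence output.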
BRCA1 expr act: BRCA1 expression activation; MCF7-BRCA1-FFLuc reporter, luminescence, 48 h; response scale: scaled: vehicle 0%, 10 µM genistein 100%; Potency, µM (titrated, usually from 46.1 µM), without a hit: at the top dose activation, most hits filed as activators; 1.1% of 380,000 active; further: nearly all actives have a fitted effect of over 80% in size; some results filed as inactive show a strong effect at the top dose
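Quantitative HTS in MCF7 cells stably reporting BRCA1 expression via firefly luciferase. Compound treatment lasts 48 h at 37 °C in phenol-red free MEM. Activation is expressed relative to genistein at 10 microM and DMSO.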
VP16 counter: Gal4-VP16 reporter inhibition counter-screen; AID 2546; 3.5% of 310,000 active; Potency, µM (highest dose often 53.6 µM), for inactives: at the highest dose activity, negative = inhibition, most hits filed as inhibitors; Drosophila S2 Gal4-VP16 UAS-luciferase, luminescence, 20 h;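 further: Gal4-VP16 expression switched on by copper sulfate through the metallothionein promoter; on the % scale 0 is the no-effect control and ±100 the full control effect; nearly all actives have a fitted effect of over 50% in size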
MBNL1 CUG block: blocks human MBNL1 binding to CUG repeat RNA; Q9NR56; TR-FRET MBNL1-His/biotin-(CUG)12 binding, 665/545 ratio; Potency, µM (titrated, usually from 57.5 µM), for the others: top-dose activity change, negative = inhibition, usual class: inhibitors; 0.036% of 280,000 active; active means well fitted inhibition curve with a large enough effect in the signal ratio, with a control signal flat, not every such curve was filed as active; inconclusive means small, poorly fitted or top-dose-only effect, or effect the other way, or a change in a side signal; inactive means no such curve, though single readings can be large or run the other way; the % refers to the signal ratio; further: on the % scale 0 is the no-effect control and ±100 the full control effect
Target sequence (Q9NR56 whole entry, looked up): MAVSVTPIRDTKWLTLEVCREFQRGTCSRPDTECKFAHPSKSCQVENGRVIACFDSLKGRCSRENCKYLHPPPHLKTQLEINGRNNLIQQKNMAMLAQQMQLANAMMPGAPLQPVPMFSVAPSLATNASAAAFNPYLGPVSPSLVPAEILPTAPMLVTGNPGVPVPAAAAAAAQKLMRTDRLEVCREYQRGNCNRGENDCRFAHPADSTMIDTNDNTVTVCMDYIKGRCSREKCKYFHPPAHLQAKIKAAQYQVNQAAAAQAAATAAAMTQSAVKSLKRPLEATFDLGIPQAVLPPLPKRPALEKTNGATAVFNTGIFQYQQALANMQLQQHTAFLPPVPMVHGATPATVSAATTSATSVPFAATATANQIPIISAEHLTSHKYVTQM
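Compound titration spanned 92 nM–58 uM against the MBNL1-His/biotin-(CUG)12 complex. After 60 min at room temperature with 5 nM streptavidin-XL665 and 0.055 ng/ul terbium anti-His, ratiometric 665/545 nm emission (Ex 340 nm) normalized to controls.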
ELG1 genotoxic: genotoxicity induction in ELG1-luciferase HEK293T cells. AID 504466. HEK293T ELG1-luciferase reporter, luminescence, 16 h. 1.3% of 330,000 active. Potency, µM (top dose mostly 46 µM), inactives show at the top dose activity change, positive = activation, actives largely listed as activators; further: % of control where 0% means no effect; nearly all actives have a fitted effect of over 60% in size
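Cells (2,000/well) expressing the ELG1-luciferase fusion are dosed by pin tool and kept 16 hr at 37 °C, 5% CO2. Signal comes from ONE-Glo luciferase reagent after 30 min at room temperature.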
NPC1 promoter act: activators of NPC1 promoter; Huh7 NPC1 promoter luciferase reporter, 24 h; Potency, µM (series often up to 9.22 µM), for inactives: top-dose activation, actives largely listed as activators; 2.4% of 320,000 active;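 further: % of control where 0% means no effect; nearly all actives have a fitted effect of over 60% in size; reporter is driven by a mutant NPC1 promoter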
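In 1536-well qHTS, Huh7 cells harboring an NPC1 promoter–luciferase construct received compound for 24 h; activation was quantified by luminescence following luciferase reagent addition.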
Rab9 prom act: activators of Rab9 promoter. Huh7 Rab9 promoter-luciferase reporter, luminescence, 24 h. Potency, µM (series often up to 9.22 µM), for the others: top-dose activation, negative = inhibition, most hits filed as activators. 2.8% of 320,000 active; further: % of control where 0% means no effect; nearly all actives have a fitted effect of over 60% in size
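Luminescence from Amplite-detected luciferase (10 minutes, ambient) reports Rab9 promoter activation. Before that, stable Rab9-luciferase Huh7 cells (1500/well, reduced-serum OP-MEM I plus 10% FBS) were exposed to compound for 24 hours at 37C.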
uPA surface inh: inhibitors of cell surface uPA generation; 0.31% of 330,000 active; cell surface uPA generation assay, qHTS; Potency, µM (titrated, usually from 38.3 µM), for inactives: at the highest dose activity change, negative = inhibition, actives largely listed as inhibitors; active means well fitted inhibition curve with a large enough effect; inconclusive means small, poorly fitted or top-dose-only effect; inactive means no such curve, though single readings can be large or run the other way; tested in mouse RAW 264.7 cells; further: on the % scale 0 is the no-effect control and ±100 the full control effect; nearly all actives have a fitted effect of over 55% in size
RORgamma inh: ROR gamma (mouse) transcription inhibition; Drosophila S2 Gal4-RORgamma UAS-luciferase reporter, 20 h; Potency, µM (titrated, usually from 53.6 µM), for inactives: top-dose activity change, negative = inhibition, actives largely listed as inhibitors; 5.4% of 310,000 active; further: on the % scale 0 is the no-effect control and ±100 the full control effect; nearly all actives have a fitted effect of over 60% in size
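Luciferase reporter read in Schneider cells carrying Gal4-RORγ (mouse) and UAS-Photinus luciferase; cells given compound 1 h before 700 uM copper sulfate induction, then incubated 20 h at ambient temperature.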
* = called active by the depositor; ? = inconclusive; . = no result given; [ ] = another dose, or the depositor's remark. Unless noted, the call rests on the fitted dose curve; in most records, active means well fitted curve in the direction sought with a large enough effect; inconclusive means small, poorly fitted or top-dose-only effect, or another doubt; inactive means no such curve, though single readings can be large; an effect the other way counts as inactive or inconclusive. Potency means the concentration at half of the fitted maximal effect.

SMILES	p53 reactivation	FLuc counter	BRCA1 expr act	VP16 counter	MBNL1 CUG block	ELG1 genotoxic	NPC1 promoter act	Rab9 prom act	uPA surface inh	RORgamma inh
O=C(c1cc(-c2ccc(O)cc2)on1)N1CCc2ccccc2C1	15%	?	74%	?	3%	5%	8%	10%	4%	-18%
Cc1cc(N)n(-c2ccc(S(=O)(=O)c3ccc(C(C)C)cc3)cc2)n1	1%	2%	-2%	18%	-4%	-5%	-12%	1%	1%	?
Cc1c(Cl)cccc1NC(=O)CCCN1C(=O)c2cccnc2C1=O	0%	4%	-5%	-5%	4%	0%	-4%	-2%	-5%	14%
COc1ccc(/C=N/N=C2/NC(=O)C(c3ccccc3)(c3ccccc3)S2)cc1	-2%	12%	11%	0%	-4%	7%	2%	?	4%	-17%
CCOC(=O)NC(c1ccc(C(C)C)cc1)C(Cl)(Cl)Cl (stereo not drawn)	-3%	-1%	-22%	?	2%	15%	-6%	0%	-1%	?
COc1ccc(-c2nn(-c3ccccc3)cc2/C=C2/SC(=S)N(Cc3ccco3)C2=O)c(C)c1	-11%	6%	-26%	-10%	-4%	-2%	-3%	-3%	.	-2%
COc1ccc(Cl)cc1Nc1nc(N)nc(C(F)(F)F)n1	-6%	-2%	-55%	6%	5%	2%	0%	-5%	.	-2%
COc1cc(OC)c(C2C(C(=O)N3CCOCC3)=C(C)NC3=C2C(=O)CC(C)(C)C3)cc1OC (stereo not drawn)	5%	4%	-2%	1%	4%	3%	-1%	-3%	-1%	0%
O=C(O)c1ccc(S(=O)(=O)/N=C2\C=C(Nc3ccccc3F)C(=O)c3ccccc32)cc1	-18%	?	-92%	?	?	-24%	-30%	-4%	-17%	?
Cc1cc([N+](=O)[O-])nn1CC(=O)NCc1ccc(Cl)cc1	.	9%	-1%	0%	10%	3%	2%	3%	14%	-20%
CC(NC(=O)c1ccco1)C(=O)Nc1nccs1 (stereo not drawn)	-1%	.	-8%	.	.	1%	.	.	-2%	.
O=C(Nc1ccc2ccccc2c1)c1ccc(NS(=O)(=O)c2ccc(Br)s2)cc1	17%	?	7%	-2%	8%	-3%	12%	2%	2%	?
COc1ccc(-c2cc(C3CC3)nc(N)c2C#N)cc1	8%	-6%	-41%	7%	11%	3%	-1%	1%	-11%	9%
Cc1cc(C(=O)CCC(=O)N(C)CC(=O)Nc2ccccc2Br)c(C)s1	8%	3%	-13%	.	.	-8%	1%	-2%	1%	.
COc1ccccc1C(=O)N=C1NC(=O)CC2C(=O)NCCN12 (stereo not drawn)	-1%	-2%	-7%	2%	20%	1%	-6%	0%	13%	-7%
Cc1cccc(C(=O)O/N=C(\N)c2ccc(Cl)cc2)c1	?	1.9µM*	-28%	-13%	3%	?	0.4µM*	1.8µM*	-1%	-38%
Cc1ccc(C2(C)NC(=O)N(CC(=O)N3CCN(S(=O)(=O)c4ccc(Cl)s4)CC3)C2=O)cc1 (stereo not drawn)	5%	1%	-30%	.	.	-15%	0%	-1%	-2%	.
CN1CCCC(OC(=O)c2ccccc2F)C1 (stereo not drawn)	.	0%	0%	1%	10%	4%	5%	0%	8%	3%
O=C(Nc1ccccc1C(=O)N1CCOCC1)c1cccc(S(=O)(=O)N2CCCC2)c1	18%	2%	-7%	-4%	-11%	1%	-4%	-5%	-1%	-1%
CCC(CC)NCc1ccc(OC)cc1OC	3%	1%	-3%	-12%	-3%	-7%	0%	1%	.	40%

Three entries from above, ordered by the number in Rab9 prom act, high to low:
compound	Rab9 prom act
CCC(CC)NCc1ccc(OC)cc1OC	1%
CN1CCCC(OC(=O)c2ccccc2F)C1 (stereo not drawn)	0%
Cc1cc(C(=O)CCC(=O)N(C)CC(=O)Nc2ccccc2Br)c(C)s1	-2%

The list continues.
SMILES	p53 reactivation	FLuc counter	BRCA1 expr act	VP16 counter	MBNL1 CUG block	ELG1 genotoxic	NPC1 promoter act	Rab9 prom act	uPA surface inh	RORgamma inh
COc1ccc(CCNC(=O)c2cc3c(=O)n4cccc(C)c4nc3n(CC3CCCO3)c2=N)cc1 (stereo not drawn)	1%	6%	-15%	-8%	?	-8%	1%	-2%	-4%	-23%
Cc1ccc(NC(=O)c2noc3c2CCCCC3)cc1C	?	1.1µM*	?	?	1%	?	0.4µM*	0.63µM*	.	-42%
COc1ccc(NC(=O)Cn2nnc(-c3ccccc3NS(=O)(=O)c3ccc(OC)cc3)n2)cc1	7%	-4%	-76%	-7%	.	0%	-30%[inhibitor]	-42%[inhibitor]	-4%	-4%[10 µM]
Cc1ccc(-c2nnc(SCC(=O)N3CCCC3)o2)cc1	19%	24µM*	?	1%	14%	?	?	?	0%	28%[10 µM]
CCN(Cc1ccccc1)C(=O)COC(=O)c1c(C)nsc1NC	-2%	-2%	-28%	.	.	-3%	-4%	-17%	-5%	.
CCOC(=O)CC1C(=O)NCCN1c1nc2c(C)cccn2c(=O)c1/C=C1\SC(=S)N(CC(C)C)C1=O (stereo not drawn)	1%	1%	.	-3%	-2%	-19%	-3%	-2%	.	18%
Cc1cccc(-c2cc3nc(C)c(C)c(NCCCn4ccnc4)n3n2)c1	5%	15µM*	11%	-6%	-6%	-10%	3%	1%	6%	2%
Cc1ccc(NC(=O)COC(=O)c2cccc3c(=O)c(C)c(-c4ccccc4)oc23)cc1	-23%	-20%	21%	-10%	.	-5%	2%	-2%	1%	-10%
C[C@H](NC(=O)c1ccccc1)C(=O)N1CCC2(CC1)NCCc1[nH]cnc12	-7%	1%	-2%	0%	-2%	1%	-4%	-3%	7%	3%
CCc1nc(SCc2ccc(C(=O)OC)o2)c2c(=O)n(C)c(=O)n(C)c2n1	13%	5%	-2%	13%	5%	1%	-1%	-3%	10%	?
Fc1ccc(NC(=S)NNc2ncc(C(F)(F)F)cc2Cl)c(F)c1	-5%	0%	-100%	?	5%	-7%	-30%	-32%[inhibitor]	-6%	5µM*
Cn1cccc1/C=N/NC(=O)CSc1nc2ccccc2[nH]1	0%	-19%	-18%	14%	.	-1%	0%	6%	-2%	-13%
CCCC(=O)N1CCN(c2ccc(NC(=O)c3sc4ccccc4c3Cl)cc2)CC1	3%	3%	-51%	0%	12%	?	1%	1%	4%	9%
Cc1ccc(NC(=O)c2ccc3nc[nH]c3c2)c(O)c1	3%	19µM*	-2%	-17%	-4%	?	3.2µM*	?	-1%	3%
N#Cc1c(N)n[nH]c1CCCN	2%	6%	4%	-3%	2%	0%	1%	-1%	.	3%
c1ccc(Nc2nc3ccccc3o2)cc1	?	3µM*	?	?	0%	1.8µM*	2µM*	2.5µM*	-28%	?
COc1ccc(N2CCN(S(=O)(=O)c3ccc4c(c3)NC(=O)CS4)CC2)cc1	-4%	0%	-12%	-1%	-5%	-2%	-12%	-2%	-5%	11%
CCC(CC)c1nnc(NC(=O)CSCC(=O)Nc2cc(C)on2)s1	3%	1%	12%	.	.	-10%	-1%	-1%	1%	.
Cc1c(Cl)cccc1NC(=O)C1NC(=O)CC1c1ccccc1 (stereo not drawn)	-4%	-3%	8%	-2%	-10%	1%	-1%	-10%	?	-4%
Cc1csc(NC(=O)c2cc(C)oc2C)n1	?	21µM*	88%	18%	2%	12%	?	?	-2%	-25%
Cc1csc(NC(=O)CSc2ncnc3ccccc23)n1	?	3%	-55%	19%	48%[activator]	0%	-8%	-5%	-8%	7%
O=C(NCc1ccon1)C1CCC(=O)N(Cc2cccc(C(F)(F)F)c2)C1 (stereo not drawn)	13%	7%	5%	-2%	-4%	0%[9.26 µM]	-6%	1%	4%	10%
CCOc1cc(C(=O)Nc2nnc(S(=O)(=O)N3CCOCC3)s2)cc(OCC)c1OCC	-8%	-1%	1%	1%	3%	-1%	0%	3%	1%	24%
CCC1C(=O)NCCN1C(=O)c1ccc2nc(Cc3ccc(OC)cc3)oc2c1 (stereo not drawn)	5%	2%	9%	3%	9%	-1%	4%	4%	5%	20%
Cc1nn(Cc2ccc(C(=O)Nc3ccc(C(=O)OC(C)C)cc3)o2)c(C)c1Cl	7%	-4%	-31%	7%	1%	2%	-4%	-8%	6%	1.6µM*
COc1cc(/C=N/NC(=O)CNc2n[nH]c(=O)[nH]c2=O)ccc1OCc1ccccc1	4%	-19%	0%	3%	.	2%	2%	0%	-2%	15%
Cc1cccc2cc(/C=C3\N=C(c4ccccc4)OC3=O)c(N3CCOCC3)nc12	-10%	3%	0%	-6%	17%	-2%	-5%	0%	2%	9%
COc1cc(SC)ccc1C(=O)Nc1cccc(S(=O)(=O)NC2=NCCC2)c1	-9%	?	9%	.	.	0%	0%	2%	-1%	.
Cc1cccc(NS(=O)(=O)c2ccc(C3CCCCC3)cc2)c1	0%	6%	-68%	?	2%	-10%	-5%	-2%	-3%	-16%
O=C(Nc1ccc(N2CCOCC2)nc1)c1ccccc1Cl	27%	?	62%	-2%	-5%	?	22%	?	-2%	0%
CNC(=S)Nc1ccc(C)cc1	-4%	2%	1%	13%	3%[11.5 µM]	5%	-4%	-3%	0%	?
Oc1ccccc1OCC(O)c1ccccc1 (stereo not drawn)	5%	6%	1%	-4%	0%	-4%	-5%	-1%	11%	0%
CCN(CC)CCNC(=O)Cn1ncc2ccccc2c1=O	-2%	0%	-5%	-6%	-9%	0%	-1%	0%	4%	-4%
O=C1c2ccccc2-c2cccc(C(=O)N3CCCCC3)c21	-6%	-1%	-5%	9%	?	2%	-3%	-1%	2%	-4%
